Screening results (PubChem BioAssay)
AmpC detergent – blocks E. coli AmpC beta-lactamase in detergent assay; P00811; AmpC hydrolysis of nitrocefin, absorbance 480 nm, 0.01% Triton; Potency, µM (doses to about 114 µM), for the others: at the top dose activity change, negative = inhibition, hits mostly inhibitors; 0.041% of 370,000 active; AID 485294;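 note: potency is the fitted concentration of half-maximal effect; 0% = no-compound wells and -100% = no-enzyme wells; nearly all actives have a fitted effect of over 25% in size; some results filed as inactive show a strong effect at the top dose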
Target sequence (P00811 whole entry, looked up): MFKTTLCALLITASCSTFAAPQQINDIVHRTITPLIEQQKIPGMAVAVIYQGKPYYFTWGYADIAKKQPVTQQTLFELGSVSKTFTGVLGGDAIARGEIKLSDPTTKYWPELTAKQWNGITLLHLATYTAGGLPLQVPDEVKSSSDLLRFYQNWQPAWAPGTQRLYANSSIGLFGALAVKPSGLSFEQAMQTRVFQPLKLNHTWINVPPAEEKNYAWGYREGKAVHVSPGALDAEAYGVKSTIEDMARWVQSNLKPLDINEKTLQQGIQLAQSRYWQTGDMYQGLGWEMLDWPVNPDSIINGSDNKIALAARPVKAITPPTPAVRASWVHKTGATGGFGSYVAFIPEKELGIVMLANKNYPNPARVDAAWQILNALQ
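AmpC (5.3 nM in the dispensed reagent) in 20 mM phosphate pH 7.0 with 0.01% (detergent screen) or 0.0001% Triton X-100 was preincubated with compounds for 15 min at room temperature. Nitrocefin was then added from an 800 uM solution, and hydrolysis was followed at 480 nm.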
Giardia FBPA inh – Giardia lamblia aldolase inhibition. Potency, µM (highest dose often 59.6 µM), for inactives: top-dose activity, negative = inhibition, usual class: inhibitors. purified Giardia FBPA. 0.71% of 290,000 active; note: potency is the fitted concentration of half-maximal effect; nearly all actives have a fitted effect of over 55% in size
Target sequence (A8B2U2 whole entry, looked up): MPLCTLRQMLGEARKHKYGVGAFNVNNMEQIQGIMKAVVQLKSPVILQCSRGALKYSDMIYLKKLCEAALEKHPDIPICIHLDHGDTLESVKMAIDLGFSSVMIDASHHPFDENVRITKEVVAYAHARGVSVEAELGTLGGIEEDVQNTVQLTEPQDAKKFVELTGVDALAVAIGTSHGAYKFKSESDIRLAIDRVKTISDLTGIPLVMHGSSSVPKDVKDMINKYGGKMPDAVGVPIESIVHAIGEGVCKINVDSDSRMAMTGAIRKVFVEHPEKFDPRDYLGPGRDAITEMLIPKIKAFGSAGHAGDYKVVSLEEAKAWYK
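40 nM FBPA preincubated 10 min at RT with compound (up to 57.5 uM final), then substrate plus GAPDH/TPI/NAD/arsenate coupling and diaphorase/resazurin added. Fluorescence read after 20 min at RT, 525/598 nm.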
HCMV antiviral – human cytomegalovirus inhibition. HFF cells, HCMV-luciferase reporter, 72 h; active compounds read low. activity change, negative = inhibition, % at 57.5 µM. 4.5% of 410,000 active; in the data active = activity change below about -60%; inconclusive = no clear call, values can overlap the other calls; inactive = above about -39%
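After 16 h attachment at 37C, HFF cells received test compound and HCMV-luciferase (1 PFU/cell); reporter luminescence read 72 h later, data normalized against buffer-only and known inhibitor Salinomycin.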
AMA1-RON2 inh – AMA1-RON2 (P. falciparum) interaction inhibition; AlphaScreen AMA1-biotinylated RON2 peptide binding; Potency, µM (titrated, usually from 58.2 µM), for inactives: top-dose activity change, negative = inhibition, usual class: inhibitors; 0.2% of 360,000 active;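 note: potency is the fitted concentration of half-maximal effect; 0% = vehicle wells and -100% = peptide control; nearly all actives have a fitted effect of over 45% in size; some results filed as inactive show a strong effect at the top dose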
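AMA1 (3D7) with his tag at 25 nM final met compounds first, then biotinylated RON2 peptide at 25 nM; detection used donor plus acceptor beads, 10 µg/mL apiece, read by AlphaScreen after 30 min at room temperature.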
Sm TGR block – blocks Schistosoma mansoni thioredoxin glutathione reductase; Q962Y6; Potency, µM (highest dose often 114 µM), inactives show at the top dose activity change, negative = inhibition, hits mostly inhibitors; purified TGR, DTNB reduction, TNB absorbance 405 nm; 3% of 360,000 active; note: potency is the fitted concentration of half-maximal effect; nearly all actives have a fitted effect of over 60% in size
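TGR 20 nM + NADPH 100 uM (dispensed conc.), cpd preinc 15 min RT; start with NADPH (500 uM addition) then DTNB (15 mM addition). Kinetic TNB absorbance, 405 nm filter. Four-parameter Hill fit across titration.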
HCV inhibitor – HCV inhibition. Potency, µM (series often up to 41.8 µM), for inactives: at the top dose activity change, negative = inhibition, usual class: inhibitors. Huh7.5.1 HCVcc-Cre infection, luciferase reporter, 44 h. 3.4% of 340,000 active; note: potency is the fitted concentration of half-maximal effect
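Compounds are dispensed onto cells plated 4 h earlier at 1,000 per well, with HCVcc-Cre virus (about 0.5 moi) added next. Following 44 h of culture, luminescent signal is measured for 15 sec after 15 min with substrate at room temperature.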
* marks the source's active call; other numbers are inactive results; ? = inconclusive; / = no result given; & = joins results of further samples; [ ] = remark or other dose. Unless noted, calls come from the whole dose curve; as a rule, active = well fitted curve in the direction sought with a large enough effect; inconclusive = small, poorly fitted or top-dose-only effect, or another doubt; inactive = no such curve, though single readings can be large; an effect the other way counts as inactive or inconclusive. Unless noted, % is set by controls: 0 for no effect and ±100 for the full control effect.

Each structure is followed by: AmpC detergent, Giardia FBPA inh, HCMV antiviral, AMA1-RON2 inh, Sm TGR block, HCV inhibitor
> C[C@H]1CN([C@@H](C)CO)C(=O)c2cccc(NC(=O)C3CC3)c2O[C@H]1CN(C)S(=O)(=O)c1ccccc1
→ /, /, -16, 2%, /, 6%
> CN(C)c1nc(N)c(C(=O)N=C(N)N)nc1Cl
→ /, -3%, 10, -1%, /, ?
> CC1(C)NC(C(=O)O)Cc2c1[nH]c1ccccc21 (stereo not given)
→ ?, -8%, -35, -1%, 40µM*, 5%
> Cc1nn2c(-c3ccncc3)nnc2c2ccccc12
→ 4%, 13%, ?, 2%, 4%, 14%
> O=C(Cc1ccccc1Cl)NNC(=O)Nc1ccccc1
→ ?, 1%, -37, 79%[activator], 1%, 30%[activator]
> CCCCC(=O)Nc1ccc(C(=O)NNC(=O)c2ccccc2Br)cc1
→ -1%, 4%, -7, 40%[activator], 2%, -4%
> CCOC(=O)c1ccc(NNC(C)=O)c([N+](=O)[O-])c1
→ -7%, 0%, -1, 11%, /, 15%
> O=c1[nH]c(O)c(/C=C2\C=Nc3ccc(Br)cc32)[nH]1
→ 2%, -12%, 67, -3%, 0%, -13%
> CSCCC(NS(=O)(=O)c1ccc(C)cc1)C(=O)NCCc1c[nH]c2ccccc12 (stereo not given)
→ 2%, /, /, -5%, -2%, ?
> CCc1ccc(Nc2ccc(S(=O)(=O)N3CCOCC3)cc2[N+](=O)[O-])cc1
→ -8%, -2%, -40, ?, -6%, ?
> CCCC(=O)Nc1ccc(C(=O)NNC(=S)NC(=O)c2cccs2)cc1
→ -8%, 22%, -22, 35%[activator], -18%, -16%
> CCC(=O)NCCCNc1nc2c(C)cccc2cc1C#N
→ 0%, -26%, 32, 25%, -21%, ?
> CCc1ccc(Nc2ncc3c(n2)CC(c2ccc(OC)cc2)CC3=O)cc1 (stereo not given)
→ 0%, 6%, -64*, 4%, 11%, 4µM*
> O=C(O)CCNC(=O)/C(=C/C=C/c1ccccc1)NC(=O)c1ccccc1
→ 2%, 0%, 10, -1%, -1%, 10%
> Cc1ccc(S(=O)(=O)n2c([N+](=O)[O-])cnc2C)c(C)c1C
→ -13%, 11%, -12, 0%, -1%, 20%
> COc1cccc(NC(=O)CCc2nc(-c3cccs3)no2)c1
→ -1%&-8%, 9%, 3, 14%, -1%&-1%, 7%
> CCOC(=O)C(C)S(=O)(=O)c1ccc(C(F)(F)F)cn1 (stereo not given)
→ -1%, 6%, 22, 12%, 8%, 3%
> O=C(N/N=C\C=C\c1ccc2c(c1)OCO2)C1COc2ccccc2O1 (stereo not given)
→ -1%, 5%, -28, 103%[activator], -26%, 4%
> CCn1cc(C(=O)NC2CC(C)(C)Cc3c2cnn3-c2cccc(F)c2)cn1 (stereo not given)
→ 2%, /, -13, -10%, 8%, -20%
> O=C1CC(C(=O)N2CCN(c3ccccc3Cl)CC2)CN1Cc1ccccc1 (stereo not given)
→ 0%, /, 70, 8%, -4%, 5%
> CC12CC3CC(C)(C1)CC(C(O)CN1CCOCC1)(C3)C2 (stereo not given)
→ -4%, -16%, -29, 2%, 0%, 5%
> Cn1nnnc1SC(C(=O)Nc1ccc(F)cc1)c1ccccc1 (stereo not given)
→ -8%, 0%, -36, 32%[activator], -8%, 23%
> O=C(C1CCCN(Cc2ccc([N+](=O)[O-])cc2)C1)N1CCCCC1 (stereo not given)
→ 2%, ?, -18, -1%, 9%, -22%
> Cc1ccc(OC(=O)N2CCOCC2)cc1
→ 5%, 6%, 28, 0%, 14%, 12%
> Cc1ccccc1CNC(=O)Cc1csc2ccccc12
→ 20%, /, 77, /, 5%, /
> COc1ccc(-c2cc(C3CCN(c4ncccc4[N+](=O)[O-])CC3)[nH]n2)cc1
→ ?, -7%, -16, -9%, 1%, ?
> CSc1nc(-c2ccco2)cc(-c2ccccc2)c1C#N
→ -12%, 13%, -9, 25%, ?, ?
> Cc1c(NC(=O)c2nn3c(c2Br)NC(c2ccccc2)CC3C(F)(F)F)c(=O)n(-c2ccccc2)n1C (stereo not given)
→ 1%, 3%, ?, 5%, -1%, -10%
> CC(Nc1cc(N2CCOCC2)ccc1[N+](=O)[O-])c1ccccc1 (stereo not given)
→ ?, -7%, -27, 1%[2.32 µM], -9%, -18%
> CCC(C)NC(=O)Cn1c(-c2cccs2)cc2cc(Cl)ccc21 (stereo not given)
→ 16%, /, 13, /, -4%, /

Each structure is followed by: AmpC detergent, Giardia FBPA inh, HCMV antiviral, AMA1-RON2 inh, Sm TGR block, HCV inhibitor
> CC(C)c1ccc(NC2CCCN(C(=O)c3ccncc3)C2)cc1 (stereo not given)
→ 2%, /, 46, -7%, -3%, -13%
> COC(=O)C(Cc1ccc(O)cc1)NC(=O)CCc1nc2ccccc2s1 (stereo not given)
→ ?, -11%, 9, 4%, -4%, 3%
> CCCCOC(=O)CSc1nc(N)c(C#N)c(-c2ccc(OCC)cc2)c1C#N
→ ?, 9%, -6, 17%, -5%, 8%
> Nc1nnn(CC(=O)N/N=C/c2ccncc2)n1
→ -5%, 0%, -36, 0%, 2%, 8%
> CCOc1ccccc1NC(=O)Nc1cnccn1
→ -1%, 1%, ?, 9%, 0%, 13%
> CC(C)c1ccc(NC(=O)c2ccc(F)c(S(=O)(=O)N3CCc4ccccc4C3)c2)cc1
→ 8%, /, ?, /, 8%, /
> CCOc1ccc(N(CC(=O)NC2CCCCCC2)S(=O)(=O)c2c(C)noc2C)cc1
→ ?, 1%, ?, -2%, 1%, 11%
> Cc1onc(-c2c(Cl)cccc2Cl)c1C(=O)N=C(N)N1CCOCC1
→ -9%, -2%, -5, -8%, -3%, -10%
> CCc1ccc(OCC(=O)N2CCN(CCc3ccccn3)CC2)cc1
→ 20%, /, 0, /, 1%, /
> O=C(c1cccs1)N(Cc1cccc(F)c1)C1CCS(=O)(=O)C1 (stereo not given)
→ 4%, /, 3, 4%, -35%, 9%
> Nc1nc(Nc2ccccc2F)nc(NCc2ccco2)c1[N+](=O)[O-]
→ 10%, -4%, 74, -11%, -24%, ?
> COc1ccccc1NS(=O)(=O)NC(=O)c1c(C)[nH]c2ccccc12
→ 2%, /, 0, -7%, -13%, 12%
> CC(C)COC(=O)c1ccc(NC(=O)C2C3CCC(C3)C2C(=O)O)cc1 (stereo not given)
→ ?, 24%, -2, -3%, -24%, 8%
> Cc1sc2ncnc(Nc3ccccc3)c2c1C
→ ?, 1%, 91, 3%, 7%, ?
> COc1cc(C(=O)OCC(=O)N2CCCCC2C)ccc1OCc1c(C)noc1C (stereo not given)
→ ?, 0%, -17, -3%, -2%, -15%
> COc1ccccc1OCC(=O)NCCS(=O)(=O)N1CCN(c2ccccc2OC)CC1
→ 16%, /, 6, /, 2%, /
> Cc1ccc(O)c(NC(=O)CCC2CCCCC2)c1
→ 2%, 3%, -25, 1%, 4%, 10%
> Cc1ccnc(SCC(=O)NC2CCCCCC2)n1
→ -5%, 0%, -32, -10%, 3%, 10%
> CC(C)(C)SCCSC1=CC(=O)CC(c2ccccc2)C1 (stereo not given)
→ -5%, 8%, 33, -5%, -11%, 9%
> CC(C)(C)C1CCC(C(=O)NCCc2ccc(S(N)(=O)=O)cc2)CC1 (stereo not given)
→ -7%, -3%, 11, 0%, 24%, 13%
> Cc1c(Nc2nc(-c3ccc(Cl)cc3)cs2)c(=O)n(-c2ccccc2)n1C
→ ?, 7%, ?, -11%, -7%, ?
> COc1cccc(CN2CC(C(=O)N3CCOCC3)CCC2=O)c1 (stereo not given)
→ 3%, 12%, 6, 2%, 9%, 9%
> COC(=O)c1ccccc1NC(=O)COC(=O)c1ccco1
→ -4%, -3%, 30, -3%, -22%, ?
> COc1ccccc1NC(=S)NCCc1ccc(S(N)(=O)=O)cc1
→ -7%, -2%, 7, 2%, -6%[57.1 µM], 10%
> O=C(NCc1cccc(C(F)(F)F)c1)C1CC(c2ccc(C(F)(F)F)cc2)=NO1 (stereo not given)
→ -6%, -2%, 28, -2%, 0%, 2%
> Cc1ccc(CNC(=O)CSc2nnc3n2CCCCC3)cc1
→ -18%, /, 0, 4%, -12%, ?
> O=C(c1ccc2c(=O)n3c(nc2c1)CCC3)N1CCN(S(=O)(=O)c2ccccc2Br)CC1
→ /, /, -19, 3%, /, -4%
> COc1cc(C(=O)OCC(=O)Nc2cc(C)on2)ccc1OCc1ccccc1Cl
→ -8%, 2%, 68, 5%, ?, 1%
> COc1ccc(CN2C(=O)CCC2(C)C(=O)NC2CCCC2)c(OC)c1 (stereo not given)
→ -21%, 3%, 20, 0%, -18%, -1%
> Cc1onc(-c2ccccc2Cl)c1C(=O)NC1CCCCCC1
→ 0%, -10%, 20, -4%, 11%, -2%

Each structure is followed by: AmpC detergent, Giardia FBPA inh, HCMV antiviral, AMA1-RON2 inh, Sm TGR block, HCV inhibitor
> Cn1nccc1C(=O)Nc1ccc2c(c1)OCCO2
→ 9%, -6%, 33, 11%, 4%, 11%
> COc1ccccc1OCCC(=O)OCC(=O)NCc1ccc(Cl)cc1
→ -11%, 3%, -17, 1%, -7%, 3%
> O=C(NC1CCCC1)c1cc(COc2ccc3ncccc3c2)on1
→ -2%, -8%, /, -8%, 13%, 3.5µM*
> CC(=O)c1cccc(Nc2cc(C)nc3nc(Cc4ccccc4)nn23)c1
→ 20%, /, 17, /, -3%, /
> Cc1ccc(S(=O)(=O)N2CCC(C(=O)OCC(=O)N(C)C3CCS(=O)(=O)C3)CC2)cc1C (stereo not given)
→ -16%, /, -28, -13%, 0%, 1%
> C=C1CCC2[C@](C)(CO)[C@H](O)CC[C@@]2(C)[C@@H]1C/C=C1\C(=O)OC[C@H]1O (stereo not given in full)
→ -6%, /, -107*, 7%, -2%, ?
> COCCCNC(=S)N/N=C/c1ccc(O)cc1O
→ -2%, 16%, -3, 4%, -8%, 3%
> O=C(Cc1ccc([N+](=O)[O-])cc1)Nc1cccc(C(F)(F)F)c1
→ ?, -4%, ?, -5%, -3%, -28%
> CCc1c(C)nc(N2CCN(c3ccccc3F)CC2)[nH]c1=O
→ -11%, 4%, ?, 2%, 2%, 17%
> COc1cc2c(cc1OC)CN(C(=O)CSc1ccccc1C)CC2
→ /, /, -38, -7%, /, ?
> COc1ccc(OC)c(N/C(C)=C/C(=O)c2ccncc2)c1
→ -2%, -4%, 2, -10%, ?, ?
> Cc1ccnc(NCn2nnc3ccccc32)c1
→ -13%, 6%, 30, -1%, 11%, 20%
> CCCCCCC(C)n1cc(C(C)=O)c(=O)[nH]c1=O (stereo not given)
→ ?, -1%, 0, -3%, 10%, 15%
> COc1ccccc1CNC(=O)C(=O)c1cn(CC(=O)N2CCCC2)c2ccccc12
→ -12%, /, 28, -11%, -1%, ?
> O=C(O)c1cccnc1SCc1cccc(Br)c1
→ -15%, -5%, 53, -10%, 12%, 7%
> O=c1[nH]c2ccccc2n1C1CCCCC1
→ 0%, 9%, 10, -2%, 10%, 15%
